RGS7-Gao reg = RGS7-Galphao binding modulators, primary screen, biochemical, multiplexed bead flow cytometry. Guanine nucleotide-binding protein G(o) subunit alpha (Homo sapiens), P09471. actives lie on both sides. binding response (% of control), % at 10 µM. 0.35% of 220,000 active. AID 1439, 2008; in the data active = binding response below about 49% or above about 150%; inconclusive = no clear call, values can overlap the other calls; inactive = in between;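 note: fluorescent Galphao held in activated GDP-AlF4 state binding bead-coupled RGS7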
Target sequence (P09471 whole entry, looked up): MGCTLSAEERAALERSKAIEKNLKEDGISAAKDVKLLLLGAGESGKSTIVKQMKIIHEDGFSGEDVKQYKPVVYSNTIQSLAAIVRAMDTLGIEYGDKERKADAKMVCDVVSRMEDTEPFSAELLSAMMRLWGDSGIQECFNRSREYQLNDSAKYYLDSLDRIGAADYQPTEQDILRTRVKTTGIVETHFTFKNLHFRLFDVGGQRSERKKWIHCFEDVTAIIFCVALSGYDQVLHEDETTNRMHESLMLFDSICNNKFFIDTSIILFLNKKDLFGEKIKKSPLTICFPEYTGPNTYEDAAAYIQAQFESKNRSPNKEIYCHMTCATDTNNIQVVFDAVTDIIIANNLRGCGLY
RGS8-Gao = RGS8-Galphao binding modulators, primary screen, biochemical, multiplexed bead flow cytometry; Guanine nucleotide-binding protein G(o) subunit alpha (Homo sapiens), P09471; actives lie on both sides; response (percent of control binding), % at 10 µM; 0.34% of 220,000 active; AID 1423, 2008; in the data active = response below about 60% or above about 140%; inactive = in between;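 note: Galphao activated as the GDP aluminium fluoride complex binding bead-coupled RGS8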
RGS4-Gao reg = modulators of RGS4 binding to Galphao, primary screen, biochemical, multiplexed bead flow cytometry; Guanine nucleotide-binding protein G(o) subunit alpha (Homo sapiens), P09471; actives lie on both sides; binding response (% of control), % at 10 µM; 0.33% of 220,000 active; AID 1415, 2008; in the data active = binding response below about 49% or above about 150%; inactive = in between;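 note: fluorescent Galphao activated with aluminum fluoride binding bead-coupled RGS4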
Bcl-2 Bim block = inhibitors of Bim-Bcl-2 binding, primary screen, biochemical, multiplexed, human Bcl-2 family | Apoptosis regulator Bcl-2 (Homo sapiens), P10415 | Bead-based flow cytometry, Bim peptide-Bcl-2 binding | inhibition, % at 10 µM | 0.06% of 190,000 active | AID 950, 2007; in the data active = inhibition above about 40%; inconclusive = no clear call, values can overlap the other calls;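 note: 0% = no compound wells with probe peptide and 100% = reference peptide inhibitor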
Bcl-XL Bim block = inhibitors of Bim-Bcl-XL binding, primary screen, biochemical, multiplexed, bead flow cytometry, human Bcl-XL | Bcl-2-like protein 1 (Homo sapiens), Q07817 | inhibition, % at 10 µM | Bim peptide-Bcl-XL binding, fluorescence | AID 1007, 2008 | 0.04% of 190,000 active
Bim-Mcl-1 = inhibitors of Bim peptide binding to Mcl-1, primary screen, biochemical, bead-based flow cytometry, multiplex; Induced myeloid leukemia cell differentiation protein Mcl-1 (Homo sapiens), Q07820; Bim peptide-Mcl-1 binding; inhibition, % at 10 µM; 0.1% of 190,000 active;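 note: 0% = no compound tracer wells and 100% = peptide blocker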
Target sequence (Q07820 whole entry, looked up): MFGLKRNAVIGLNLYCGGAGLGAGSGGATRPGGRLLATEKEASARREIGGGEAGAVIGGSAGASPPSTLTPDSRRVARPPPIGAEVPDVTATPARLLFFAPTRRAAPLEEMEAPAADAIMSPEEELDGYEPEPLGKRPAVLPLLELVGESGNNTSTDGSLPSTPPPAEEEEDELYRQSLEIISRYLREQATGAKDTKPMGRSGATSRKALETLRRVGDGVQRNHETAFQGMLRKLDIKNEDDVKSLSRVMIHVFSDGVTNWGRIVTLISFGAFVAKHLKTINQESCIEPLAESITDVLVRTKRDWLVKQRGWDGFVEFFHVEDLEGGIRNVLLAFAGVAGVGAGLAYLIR
ABCB1 block = ABCB1 efflux pump inhibitors, primary screen, cell-based, multiplex, flow cytometry, ABCG2 counter-screen | CCRF-Adr cells, JC-1 efflux | inhibition, % at 6.6 µM | 0.067% of 190,000 active | AID 1326, 2008; in the data active = inhibition above about 40%;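 note: 0% = vehicle and 100% = reference inhibitor; higher value means more JC-1 retained so stronger ABCB1 efflux block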
ABCG2 inh = ABCG2 efflux pump inhibitors, primary screen, multiplex with ABCB1, IgMXP3 cells, flow cytometry; JC-1 efflux; inhibition, % at 6.6 µM; 0.1% of 190,000 active;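 active = inhibition above 80%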;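 note: 0% = DMSO and 100% = nicardipine control wells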
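Test system: IgMXP3 cells (ABCG2) mixed with DDAO far-red-labelled CCRF-Adr cells (ABCB1). Reagent: JC-1 transporter substrate. Compound dosing: single test compound dose, 6.6 µM final. Times: 10 min compound exposure, 25 °C. Detection: flow cytometry of retained JC-1 fluorescence. Read-out basis: efflux inhibition in percent versus controls. Controls: nicardipine and DMSO wells.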
Bcl-W Bim block = inhibitors of Bim binding to Bcl-W, primary screen, biochemical, multiplexed, bead-based flow cytometry. Bcl-2-like protein 2 (Homo sapiens), Q92843. Bim peptide-Bcl-W binding. inhibition, % at 10 µM. 0.02% of 190,000 active. AID 952, 2007;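 note: 0% = bound tracer without compound and 100% = peptide blocker; higher means less fluorescent Bim peptide bound to Bcl-W beads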
Target sequence (Q92843 whole entry, looked up): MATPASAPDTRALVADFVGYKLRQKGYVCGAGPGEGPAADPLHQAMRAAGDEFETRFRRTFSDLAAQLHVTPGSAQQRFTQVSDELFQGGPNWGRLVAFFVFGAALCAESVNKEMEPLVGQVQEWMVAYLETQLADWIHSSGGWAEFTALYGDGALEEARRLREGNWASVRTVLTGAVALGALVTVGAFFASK
Bcl-B Bim block = inhibitors of Bim-Bcl-B binding, primary screen, biochemical, multiplexed, human Bcl-2 family; 0.073% of 190,000 active; Bcl-2-like protein 10 (Homo sapiens), Q9HD36; AID 951, 2007; inhibition, % at 10 µM; bead-based flow cytometry, Bim peptide-Bcl-B binding;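 note: 0% = tracer peptide without compound and 100% = reference inhibitor peptide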
Bfl-1 Bim block = inhibitors of Bim binding to Bfl-1, primary screen, biochemical, multiplexed, bead-based flow cytometry; Bcl-2-related protein A1 (Homo sapiens), Q16548; Bim-Bfl-1 binding inhibition; inhibition, % at 10 µM; 0.12% of 190,000 active;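 note: 0% = wells without compound plus tracer and 100% = blocker peptide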
* marks the source's active call; other numbers are inactive results; ? = inconclusive. Cut-off read from the data, not from the text of the source, unless noted: active = inhibition above about 40%.

SMILES | RGS7-Gao reg | RGS8-Gao | RGS4-Gao reg | Bcl-2 Bim block | Bcl-XL Bim block | Bim-Mcl-1 | ABCB1 block | ABCG2 inh | Bcl-W Bim block | Bcl-B Bim block | Bfl-1 Bim block
Cc1cc(C)c(OCC(=O)Nc2nnc(-c3ccco3)o2)c(C)c1 | ? | 100 | 100 | -4 | -2 | 0 | 0.7 | 2 | 0 | -2 | -5
CCCC1=C(C(=O)OCC)C(c2ccco2)C(C#N)=C(N)O1 (stereo not drawn) | 88 | 96 | 94 | -7 | -5 | -4 | 1.2 | 3 | -7 | -4 | -1
CCCCn1c(-c2csc(CC)c2)n[nH]c1=S | 103 | 104 | 103 | 5 | 0 | 1 | -0.4 | -3 | 0 | -9 | 6
C=C1CC2C=C(NC(C)=O)CC(C1)C2 (stereo not drawn) | 105 | 105 | 103 | -3 | -1 | -2 | 0.0 | 0 | -4 | -6 | -7
Cc1ccc(OCCCC(=O)NCc2ccco2)cc1 | 102 | 103 | 101 | 0 | 0 | -2 | 0.3 | 1 | -2 | -2 | -1
CCOC(=O)C1CCN(C=Nc2cc(C)on2)CC1 | 99 | 101 | 101 | 1 | -7 | -1 | 0.1 | 0 | -2 | 0 | 0
O=C(COc1ccc(S(=O)(=O)N2CCCC2)cc1)NCc1ccco1 | 96 | 91 | 88 | -1 | 0 | 3 | 0.3 | 2 | -1 | -4 | -1
O=S(=O)(NCC(Nc1ccccc1)c1ccccc1)c1ccc(Cl)cc1 (stereo not drawn) | 99 | 103 | 100 | -1 | -1 | -6 | -0.8 | -7 | -2 | -6 | 0
Cc1ccccc1C(=O)Nc1ccccc1C(=O)NCC(C)C | ? | 98 | 100 | 3 | 3 | -3 | 0.7 | 7 | 2 | 0 | 7
CN(C1CCCCC1)S(=O)(=O)c1ccc(C(=O)N2CCN(c3nc4ccccc4s3)CC2)cc1 | 100 | 102 | 103 | 9 | 9 | 7 | 3.3 | -1 | 6 | 4 | 7
CCC(C)C(=O)N1CCCC(c2nc(-c3cccs3)no2)C1 (stereo not drawn) | 98 | 99 | 99 | 0 | -2 | 0 | 0.3 | 1 | 0 | -1 | -2
C=CCNC(=S)NNC(=O)c1ccc([N+](=O)[O-])cc1 | 95 | 99 | 98 | 1 | -3 | 0 | -0.1 | 6 | 1 | -21 | 4
c1ccc2c(c1)ncn2-c1ccc(-c2ccnc3ncnn23)cc1 | ? | 97 | 97 | -2 | 3 | 3 | 0.8 | 6 | 6 | 1 | -4
CCC(Oc1nc2ccccc2nc1-c1ccccc1NC(C)=O)C(=O)c1ccccc1 (stereo not drawn) | 101 | 99 | 99 | -4 | -1 | -1 | 1.9 | 4 | 0 | -8 | -13
COc1ccc(NC(=O)CCNS(=O)(=O)c2cccc3nsnc23)cc1OC | 97 | 98 | 97 | 0 | -6 | -2 | 1.0 | 2 | -3 | -5 | -1
COc1cc(S(=O)(=O)N2CCN(Cc3ccccc3)CC2)ccc1Br | 97 | 103 | 101 | -5 | -4 | 0 | 0.0 | 0 | 0 | -4 | -9
O=S(=O)([N-]c1nc2ccccc2nc1-[n+]1ccccc1)c1ccccc1 | 90 | 100 | 94 | 2 | -2 | -2 | 0.7 | 3 | 0 | 1 | 2
Cc1nn(C2CCS(=O)(=O)C2)c(Cl)c1/C=C/C(=O)OCC(=O)Nc1ccccc1[N+](=O)[O-] (stereo not drawn) | 98 | 100 | 97 | -1 | 0 | -6 | 1.8 | 15 | 0 | -4 | -5
Nn1c(SCC(=O)Nc2ccc(F)cc2)nnc1-c1ccccn1 | 97 | 98 | 99 | -1 | 0 | -1 | 1.4 | 2 | -2 | 0 | -1
COCC(C)n1c(SCc2ccc(C(=O)OC)o2)nc2ccccc2c1=O (stereo not drawn) | 113 | 124 | 111 | -3 | 0 | -2 | 0.9 | 5 | 2 | 0 | -2
NS(=O)(=O)c1ccc(CCNCc2cccs2)cc1 | 99 | 99 | 98 | 0 | 1 | 1 | 1.6 | 7 | -1 | -1 | -1
COc1ccc(OC)c(N(CC(N)=O)S(=O)(=O)c2ccc(OC)c(OC)c2)c1 | 93 | 99 | 85 | -7 | -11 | 0 | 0.3 | 1 | 0 | -5 | -11
O=C(COC(=O)CSCC(=O)N1CCCCC1)Nc1ccc(Cl)cc1 | 97 | 99 | 101 | -2 | -1 | -2 | 1.0 | 3 | -1 | -1 | -4
Cc1cc(NC(=O)COC(=O)c2ccc(S(=O)(=O)N3CCCc4ccccc43)cc2)no1 | 101 | 102 | 104 | 1 | 1 | 0 | 1.2 | 4 | -1 | 3 | 0
O=C(NCCCN1CCN(CCCNC(=O)c2cccc(Cl)c2)CC1)c1cccc(Cl)c1 | 102 | 104 | 104 | 0 | -4 | 0 | 1.5 | 8 | -1 | -1 | 1

The final 4 compounds of the section before lead into the next:
SMILES | RGS7-Gao reg | RGS8-Gao | RGS4-Gao reg | Bcl-2 Bim block | Bcl-XL Bim block | Bim-Mcl-1 | ABCB1 block | ABCG2 inh | Bcl-W Bim block | Bcl-B Bim block | Bfl-1 Bim block
COc1ccc(OC)c(N(CC(N)=O)S(=O)(=O)c2ccc(OC)c(OC)c2)c1 | 93 | 99 | 85 | -7 | -11 | 0 | 0.3 | 1 | 0 | -5 | -11
O=C(COC(=O)CSCC(=O)N1CCCCC1)Nc1ccc(Cl)cc1 | 97 | 99 | 101 | -2 | -1 | -2 | 1.0 | 3 | -1 | -1 | -4
Cc1cc(NC(=O)COC(=O)c2ccc(S(=O)(=O)N3CCCc4ccccc43)cc2)no1 | 101 | 102 | 104 | 1 | 1 | 0 | 1.2 | 4 | -1 | 3 | 0
O=C(NCCCN1CCN(CCCNC(=O)c2cccc(Cl)c2)CC1)c1cccc(Cl)c1 | 102 | 104 | 104 | 0 | -4 | 0 | 1.5 | 8 | -1 | -1 | 1
O=C(Nc1nc(-c2ccc(S(=O)(=O)N3CCCC3)cc2)cs1)c1cccs1 | 97 | 98 | 99 | 3 | 15 | 11 | 0.5 | 0 | 11 | 15 | 1
O=C1/C(=C\c2ccc(O)cc2)SC(=S)N1c1cccnc1 | 100 | 101 | 99 | -4 | -2 | 0 | -0.2 | 0 | -1 | -1 | -4
O=C(NCc1cccc(C(F)(F)F)c1)C1CCCN(c2ncccn2)C1 (stereo not drawn) | 96 | 93 | 96 | 0 | 0 | -3 | -0.3 | 12 | 0 | -1 | -2
O=C(CNC(=S)N(Cc1ccccc1)Cc1cccnc1)N1CCOCC1 | 103 | 102 | 97 | -2 | -3 | -4 | 1.6 | 4 | -3 | -8 | -7
COc1ccc(C(=O)c2cc([N+](=O)[O-])ccc2N2CCN(C)CC2)cc1 | 104 | 103 | 102 | -1 | 1 | 0 | 0.3 | 2 | -1 | 0 | -7
CCCc1cc(=O)[nH]c(SCc2nc3ccccc3s2)n1 | 105 | 103 | 105 | -4 | -1 | 2 | 0.2 | 2 | 1 | -4 | -14
COc1cc(C=C(c2nc3ccccc3s2)c2nc3ccccc3s2)cc(OC)c1O | 101 | 103 | 109 | 0 | -4 | -4 | 0.4 | -3 | -1 | -6 | 3
CC(NCC(O)COC1CCC(C(C)(C)C)CC1)c1ccccc1 (stereo not drawn) | 96 | 96 | 95 | -1 | 0 | 1 | 1.1 | 1 | 0 | 0 | 1
Cc1ccc(S(=O)(=O)NCCSc2nnnn2C)cc1 | 100 | 98 | 95 | 0 | 0 | -2 | 0.5 | 1 | 0 | 0 | -1
c1ccc(-c2nc(N3CCOCC3)c3ccccc3n2)nc1 | 99 | 103 | 103 | -8 | -10 | -7 | 0.7 | 18 | -5 | -8 | -23
CC(C)(C)CC(=O)NCCCN1CCOCC1 | ? | 103 | 103 | 0 | -2 | -3 | 0.6 | 0 | 1 | -2 | -5
CSc1nnc(C)c(=O)n1COC(=O)c1ccc([N+](=O)[O-])cc1 | 93 | 99 | 100 | 0 | 0 | 2 | 0.1 | 8 | 3 | -3 | 0
COc1ccc(NC(=O)C2=NN(C3CCS(=O)(=O)C3)C(=O)CC2)cn1 (stereo not drawn) | 104 | 100 | 103 | -2 | -4 | 0 | -0.6 | -1 | -1 | -3 | -4
COCCn1c(=S)[nH]c2ncccc2c1=O | 109 | 106 | 104 | -8 | -10 | -16 | 0.4 | 3 | -6 | -10 | -3
O=c1[nH]c(CN2CCN(c3ccccc3)CC2)nc2scc(-c3ccccc3)c12 | 97 | 99 | 98 | 1 | -4 | 0 | -0.1 | -8 | 0 | -5 | 0
Cc1ccc(NC(=O)Cn2nc(-c3ccccc3)nc2-c2ccccc2)c(C)c1 | 100 | 102 | 98 | -9 | -6 | -6 | 1.0 | 10 | -7 | -9 | -12
CCN1C(=O)/C(=C2/C(=O)N3c4c(cc(OC(C)=O)cc42)C(C)=CC3(C)C)SC1=S | 102 | 103 | 103 | 0 | -1 | 0 | -0.8 | -6 | -2 | 1 | 0
O=c1cc(NCc2ccccc2)nc2n1CCCS2 | 94 | 91 | 77 | -4 | -5 | -4 | 0.4 | 5 | -3 | -4 | -2
CC1=C(C(=O)Nc2ccc(C)cc2C)C(c2ccc(C)o2)NC(=S)N1 (stereo not drawn) | 101 | 97 | 101 | 4 | 0 | 0 | 0.5 | 3 | 1 | -9 | 3
CC(C)c1ccccc1NC(=S)NC1CCCCC1 | 102 | 101 | 102 | -3 | -2 | -3 | 3.4 | 24 | 0 | -5 | -6
Cc1cccn2c(CNCCCn3ncc4ccccc43)c(C(=O)N3CCCCC3)nc12 | 103 | 105 | 105 | -1 | -4 | -1 | 1.3 | 3 | -3 | -7 | -5
CC(OC(=O)C1CC(O)CN1S(=O)(=O)c1ccccc1[N+](=O)[O-])C(=O)N1CCCCC1 (stereo not drawn) | 100 | 100 | 98 | -2 | -6 | -5 | 0.2 | 5 | -4 | -8 | -2
c1ccc(Oc2cc(-c3ccccc3)ncn2)cc1 | 101 | 103 | 99 | 1 | -3 | 0 | 0.1 | 1 | 0 | -3 | -10
Cc1cc(C)n(CCSCC(=O)O)n1 | 99 | 98 | 101 | -12 | -11 | -4 | 0.3 | 7 | -2 | -10 | -16
N#C/C(=C\c1cn(Cc2ccc(C#N)cc2)c2ccccc12)C(=O)NCc1cccs1 | 101 | 101 | 103 | -1 | -1 | -2 | 0.6 | 3 | -2 | -4 | -3
COc1ccc(-c2[nH]ncc2CN(C)CCN2CCOCC2)cc1F | -15* | 6.9* | -6.3* | -7 | -3 | 0 | -0.2 | 0 | -4 | -3 | -4

Source: PubChem (NMMLSC)
